AMPAR-TARP mod = GluA2-stargazin AMPA receptor complex modulation; 3.5% of 40,000 active; calls only at 30 µM; O88602+P19491; AID 1259245; HEK293 GluA2+stargazin, membrane potential dye (FDSS), glutamate EC50; hits were called plate by plate, in both directions;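 active = any of four per-well response measures lying three or more SD from its plate-wide compound average, in either direction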
Target sequence (O88602 whole entry, looked up): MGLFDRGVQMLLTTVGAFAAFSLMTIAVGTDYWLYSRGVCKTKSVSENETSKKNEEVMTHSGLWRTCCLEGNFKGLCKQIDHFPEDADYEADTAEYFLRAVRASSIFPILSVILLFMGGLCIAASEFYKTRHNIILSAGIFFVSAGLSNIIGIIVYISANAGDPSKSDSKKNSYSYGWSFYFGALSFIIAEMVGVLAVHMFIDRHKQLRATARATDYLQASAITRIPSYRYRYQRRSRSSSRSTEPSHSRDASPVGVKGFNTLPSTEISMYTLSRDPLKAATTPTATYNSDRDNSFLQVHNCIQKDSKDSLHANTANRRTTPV
Target sequence (P19491 whole entry, looked up): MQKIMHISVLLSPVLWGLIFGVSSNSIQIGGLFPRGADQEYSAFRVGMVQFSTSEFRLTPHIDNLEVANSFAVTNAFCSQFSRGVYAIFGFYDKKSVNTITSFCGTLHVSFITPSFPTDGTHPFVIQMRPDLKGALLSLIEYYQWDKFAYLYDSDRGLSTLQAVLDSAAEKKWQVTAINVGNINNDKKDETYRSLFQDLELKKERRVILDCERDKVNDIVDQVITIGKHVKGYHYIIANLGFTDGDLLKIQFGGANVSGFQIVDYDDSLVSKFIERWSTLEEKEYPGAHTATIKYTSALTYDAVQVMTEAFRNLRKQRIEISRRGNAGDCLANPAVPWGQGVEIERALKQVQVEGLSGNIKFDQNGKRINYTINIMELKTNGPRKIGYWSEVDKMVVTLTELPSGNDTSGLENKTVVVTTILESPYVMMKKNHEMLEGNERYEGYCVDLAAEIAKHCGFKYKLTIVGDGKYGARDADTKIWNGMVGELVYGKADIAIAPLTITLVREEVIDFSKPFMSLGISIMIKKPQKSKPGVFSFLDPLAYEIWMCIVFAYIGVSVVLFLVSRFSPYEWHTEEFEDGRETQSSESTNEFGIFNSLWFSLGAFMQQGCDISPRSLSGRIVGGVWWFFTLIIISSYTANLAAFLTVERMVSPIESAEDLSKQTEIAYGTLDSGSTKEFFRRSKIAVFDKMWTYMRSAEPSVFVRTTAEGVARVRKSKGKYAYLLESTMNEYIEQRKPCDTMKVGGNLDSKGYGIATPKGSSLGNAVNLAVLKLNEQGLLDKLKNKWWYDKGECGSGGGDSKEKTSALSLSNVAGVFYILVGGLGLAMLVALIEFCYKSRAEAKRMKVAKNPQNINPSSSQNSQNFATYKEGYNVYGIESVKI
AMPAR-TARP mod agonism max-min = also measured in AMPAR-TARP mod; calls as there; compound max-min signal; compound-alone response (agonism);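 unitless range of fluorescence divided by baseline over first 100 seconds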
AMPAR-TARP mod glutamate slope = recorded beside AMPAR-TARP mod, whose call it bears; glutamate slope, % of max; measured here: glutamate response slope, % max;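 scaled per plate between vehicle wells and maximal 1 mM glutamate control wells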
The depositor's hits bear a star; i = inactive; + = active, no number; & = joins results of further samples. Not all compounds are listed; rates above refer to the full screens.

Below each compound: AMPAR-TARP mod, AMPAR-TARP mod agonism max-min, AMPAR-TARP mod glutamate slope
O=C(Nc1ccc(SCC(=O)N2CCOCC2)nn1)c1cccs1
  i, 0.092, 49
CCCNC(=O)Cn1nc2c(c1NC(=O)c1ccc([N+](=O)[O-])o1)CSC2
  i, 0.082, 49
COc1cc(/C=C2\Oc3cc(OCC(N)=O)ccc3C2=O)cc(OC)c1OC
  i, 0.13, 67
CCCOc1nn(CCC)cc1C(=O)Nc1cc(Cl)ccc1OC
  i, 0.11, 61
Cc1ccc(S(=O)(=O)N(CC(O)CN2CCNCC2)c2ccc(F)cc2)cc1 (configuration not stated)
  i, 0.1, 61
CCCc1nnsc1C(=O)Nc1ccc2c(c1)CN(C(=O)c1ccco1)CC2
  i, 0.091, 60
Cc1cc(NC(=O)c2ccc3c(c2)OCO3)c2ccccc2n1
  i, 0.13, 2
Cc1ccc(NC(=O)NCC2CCN(C(=O)NC(C)(C)C)CC2)cc1C
  i, 0.05, 33
CC1CS(=O)(=O)N(c2cccc(C(=O)Nc3ccc(C(C)(C)C)cc3)c2)C1=O (configuration not stated)
  i, 0.19, 63
COc1ccccc1N1CCN(C(=O)CCN2C(=O)c3ccccc3S2(=O)=O)CC1
  i, 0.1, 64
CCOC(=O)c1cn[nH]c1S(=O)(=O)N1CCOCC1
  i, 0.11, 70
CCOc1nn(CC)cc1-c1nnc(SCc2ccccc2Cl)n1C
  i, 0.029, 45
CCOC(=O)C1=C(C)NC(=O)NC1c1ccc(C(=O)OC)cc1 (configuration not stated)
  i, 0.068, 60
COc1ccc(S(=O)(=O)N2CCCCC2CC(=O)NCCc2ccccc2)cc1 (configuration not stated)
  i, 0.04, 74
COc1cccc(OCC(O)CN2CCC(Cc3ccccc3)CC2)c1 (configuration not stated)
  i, 0.098, 43
O=C(NCc1nc(-c2ccccc2)no1)C1CCN(C(=O)Nc2cccs2)CC1
  i, 0.14, 57
COc1cc(C)c(C(C)C)cc1S(=O)(=O)N1CCCC(C)C1 (configuration not stated)
  i, 0.069, 62
CCOCCn1c(=O)c2c(nc3n(-c4ccc(C)cc4)c(C)c(C)n23)n(C)c1=O
  i, 0.13, 59
CC1CCc2nc(NC(=O)c3ccnn3C)sc2C1 (configuration not stated)
  i, 0.11, 53
Ic1ccc(Nc2nc(-c3cccnc3)nc3ccccc23)cc1
  i, 0.074, 38
O=C(Cn1nc(C(=O)Nc2ccccc2)ccc1=O)Nc1ccc(C(F)(F)F)cc1
  i, 0.052, 40
Cc1ccc(C(CNC(=O)Cc2cccc3ccccc23)N2CCOCC2)cc1 (configuration not stated)
  i, 0.037, 51
O=C(c1ccccc1)N1CCCc2cc(NS(=O)(=O)c3ccc(Cl)cc3)ccc21
  i, 0.085, 72
O=C(c1ccc(Br)o1)N1CCN(c2ccc(Nc3cccnc3)nn2)CC1
  i, 0.26, 46
COc1ccc(CCC(=O)NCC(O)c2cccc3ccccc23)cc1 (configuration not stated)
  i, 0.21, 69
O=C(Cc1ccc(NS(=O)(=O)Cc2ccc(F)cc2)cc1)NC1CC1
  i, 0.058, 26
CCn1nnc2c(N(C)Cc3ccccc3)ncnc21
  i, 0.1, 53
COc1ccc(Cl)cc1NC(=O)C(=O)NCC(c1cccc2ccccc12)N1CCOCC1 (configuration not stated)
  i, 0.1, 68
O=C(NCC(O)Cc1ccccc1)c1cccc(Cl)c1 (configuration not stated)
  i, 0.15, 74
O=C(NCc1ccc(F)cc1)C(=O)NCC1(O)CCOCC1
  i, 0.13, 64
COc1ccc(S(=O)(=O)CCCC(=O)Nc2nc3c(s2)CSc2ccccc2-3)cc1
  i, 0.07, 47
COCCn1c(-n2nc(C)cc2C)nc2c1c(=O)n(CC(C)C)c(=O)n2C
  i, 0.057, 54
COc1ccc(-n2nc3c(c2NC(=O)C(=O)N2CCN(C)CC2)CSC3)cc1
  i, 0.074, 45
COc1ccccc1N1CCN(CCNC(=O)CN2C(=O)c3ccccc3C2=O)CC1
  i, 0.05, 41
CCOC(=O)C(=O)N1CCC2(CC1)CC(=O)c1ccccc1O2
  i, 0.059, 44
CC(=O)Nc1ccc2c(c1)N(S(=O)(=O)c1ccccc1)CCC2
  i, 0.075, 54
CCOC(=O)C1CCN(CC(O)COC2CCCC2)CC1 (configuration not stated)
  i, 0.11, 51
CC(Oc1ccccc1)C(=O)NC1(c2nc(-c3cccnc3)no2)CCCCC1 (configuration not stated)
  i, 0.028, 50
COc1ccc(N2C(=O)CCS2(=O)=O)cc1S(=O)(=O)NCCC1=CCCCC1
  i, 0.094, 55
COc1ccc(NC(C)=O)cc1NC(=O)Cc1cc(-c2ccc(F)cc2)on1
  i, 0.073, 62
COc1ccc(Cl)cc1NC(=O)Cn1nc(-c2cc(C)ccc2C)ccc1=O
  i, 0.091, 94
COCCNC(=O)C(=O)Nc1ccc2c(c1)OCCO2
  i, 0.061, 52
O=C(c1ccccc1)N1CCCc2cc(NS(=O)(=O)c3ccccc3)ccc21
  i, 0.072, 63
COC(=O)COc1ccccc1OC
  i, 0.026, 35
CCOc1ccc(S(=O)(=O)Nc2ccc(N3CCCC3=O)cc2)cc1
  i, 0.044, 49
Cc1ccc(Nc2ccc(NC(=O)C3CCCO3)cc2)nn1 (configuration not stated)
  i, 0.13, 53
O=C(CSc1nc(=O)n(CC2CCCO2)c2c1CCCC2)Nc1ccc([N+](=O)[O-])cc1 (configuration not stated)
  i, 0.062, 66
CCCNC(=O)c1ccc2c(=O)n(-c3cccc(F)c3)c(SCC#N)nc2c1
  i, 0.084, 48
CC(C)(C)NC(=O)NCCCS(=O)(=O)N1CCN(c2ccccc2)CC1
  i, 0.098, 71
CCOCCn1c(=O)c2c(nc3n(-c4cccc(C)c4)c(-c4ccccc4)cn23)n(C)c1=O
  i, 0.063, 74
CC(C)C(=O)N1CCCc2cc(NC(=O)c3cccc(Cl)c3)ccc21
  i, 0.085, 55
CCOC(=O)c1oc2ccccc2c1NC(=O)C1CCCC1
  i, 0.055, 61
COc1ccccc1CCNC(=O)C(=O)Nc1c2c(nn1-c1ccc(C)cc1C)CS(=O)(=O)C2
  i, 0.067, 84
COc1cccc(NC(=O)NCC#CCN2CCCCC2)c1OC
  i, 0.11, 50
COc1ccc(S(=O)(=O)CCCC(=O)Nc2nc3c(Cl)ccc(Cl)c3s2)cc1
  i, 0.097, 53
O=C(NCCc1ccncc1)C1CN(C(=O)c2cccs2)C1
  i, 0.073, 52
COC(=O)c1ccc(NC(=O)Cn2cnc3c(nnn3C)c2=O)cc1
  i, 0.093, 64
CCSc1ccccc1C(=O)Nc1cc(-c2ccco2)nn1-c1nc(C)c(C)c(=O)[nH]1
  i, 0.13, 56
COc1ccc(S(=O)(=O)NCCC(=O)N(C)C)cc1N(C)S(=O)(=O)c1ccc(Cl)cc1
  i, 0.051, 60
CC(C)(C)NC(=O)Cn1cc(-c2nc(-c3ccc(Cl)cc3)no2)ccc1=O
  i, 0.1&0.043, 39&89

(further entries)
Below each compound: AMPAR-TARP mod, AMPAR-TARP mod agonism max-min, AMPAR-TARP mod glutamate slope
CCCCN1CC(c2nc3ccccc3n2CCOc2ccc(CC)cc2)CC1=O (configuration not stated)
  i, 0.078, 75
CC1(C)CC(O)CC(C)(C)N1CC(O)COC1CCCCC1 (configuration not stated)
  i, 0.079, 77
CCc1ccc(S(=O)(=O)Nc2cc(-c3cn4nc(OC)ccc4n3)ccc2C)s1
  i, 0.093, 65
Cc1ccc2c(CC(=O)Nc3nccs3)cc(=O)oc2c1
  i, 0.098, 57
O=C(NCC(O)(c1ccco1)C1CC1)Nc1ccccc1C(F)(F)F (configuration not stated)
  i, 0.061, 59
CCOc1ccccc1NC(=O)C1Cc2ccc(Cl)cc2C(=O)O1 (configuration not stated)
  i, 0.09, 62
Cc1ccc(Nc2cc(N3CCN(C(=O)c4ncccn4)CC3)nc(C)n2)cc1
  +, 0.15*, 57*
O=C(Nc1ccc([N+](=O)[O-])cc1)c1ccc(=O)n(Cc2c(F)cccc2Cl)c1
  i, 0.13, 51
CN1CCN(Cc2ccc(NC(=O)NC3CCCCC3)cc2)CC1
  i, 0.1, 74
Cc1cccc(C(C)C)c1NC(=O)/C=C/c1ccccc1
  i, 0.037, 61
CCN(CC)C(=O)Nc1ccc(C)c(Cl)c1
  i, 0.045, 65
O=C(Nc1ccon1)c1nc(-c2cnccn2)no1
  i, 0.19, 74
COc1ccc(-c2ccc(N3CCN(C(=O)C(C)C)CC3)nn2)cc1OC
  i, 0.043, 25
CC(C)c1nc2sc3ccccc3c(=O)c2c(=O)n1Cc1ccccc1
  i, 0.097, 68
COc1cccc(-n2c(=O)[nH]c3c(C(N)=O)nc(-c4ccc(C(F)(F)F)cc4)nc32)c1
  i, 0.096, 42
Cc1ccc(S(=O)(=O)N(Cc2ccccc2F)C(=O)N2CCN(C)CC2)cc1
  i, 0.061, 61
COc1ccc(C(=O)NCCNc2ccc(Nc3ccncc3)nn2)cc1OC
  i, 0.098, 57
CS(=O)(=O)N1CCN(C(=O)c2ccc3c(c2)ncn3-c2ccccc2)CC1
  i, 0.096, 71
NCC(O)COCC1COc2ccccc2O1 (configuration not stated)
  i, 0.09, 38
COCCn1c(NC(=O)Nc2ccc3c(c2)OCO3)c2ccccc2nc1=O
  i, 0.054, 63

The list goes on.
molecule,AMPAR-TARP mod,AMPAR-TARP mod agonism max-min,AMPAR-TARP mod glutamate slope
Cc1ccccc1-n1nc2c(c1NC(=O)C(=O)NCCC1=CCCCC1)CS(=O)(=O)C2,i,0.039,99
Cc1ccc(S(=O)(=O)c2cnc(SCC(=O)NC3CCCC3)[nH]c2=O)cc1Cl,i,0.085,79
CCCCOC(=O)c1ccc(NC(=O)Cc2cc(-c3cccs3)on2)cc1,i,0.097,59
COc1ccc(S(=O)(=O)N2CCCCC2CCNC(=O)C(=O)Nc2ccccc2)cc1 (configuration not stated),i,0.085,64
CC(=O)c1cccc(NC(=O)C2CN(C(C)=O)C2)c1,i,0.14,60
CCOc1ccc(C(=O)NCC(c2ccc(F)cc2)N2CCOCC2)cc1OCC (configuration not stated),i,0.13,63
Cc1nn(-c2ccc(F)cc2)c2ncc(C(=O)NCC3CCCO3)c(Cl)c12 (configuration not stated),i,0.052,46
CCOC(=O)N1CCN(c2nnc(SCC(=O)NCc3ccco3)s2)CC1,i,0.096,59
CCc1ccc2nc(N(CCN3CCOCC3)C(=O)c3ccc4ncsc4c3)sc2c1,i,0.027,37
COc1ccc(CCNC(=O)N2CCC(c3nn(C)c(=O)n3-c3ccccc3)CC2)cc1,i,0.096,49
O=C(CN1C(=O)c2ccccc2C1=O)Nc1nnc(-c2ccc3c(c2)CCCC3)o1,i,0.075,27
COc1ccc(C=O)cc1Cn1c(=O)n(CCCCC(=O)NC2CCCC2)c(=O)c2ccccc21,i,0.11,62
COCCNC(=O)NC1(c2nc(-c3cnccn3)no2)CCCCC1,i,0.08,57
C=CCN1C(=O)SC(CC(=O)Nc2ccc(C(=O)OC)cc2)C1=O (configuration not stated),i,0.11,66
COc1cc(/C=C2\Oc3cc(OC(C)=O)ccc3C2=O)cc(OC)c1OC,i,0.1,58
COc1cc(C(C)=O)ccc1OCC(=O)Nc1c(C)nc2sccn2c1=O,i,0.094,65
O=C(NCCS(=O)(=O)N1CCN(c2ncccn2)CC1)c1cccc(F)c1,i,0.091,61
COc1cccc(N2C(=O)/C(=C/c3ccc(O)cc3)SC2=S)c1,i,0.11,67
COc1ccc(Cl)cc1C(=O)Nc1ccc(CC(=O)N2CCCC2)cc1,i,0.042,36
COc1cc(NC(=O)NCCOc2ccc3nnc(-c4ccccc4)n3n2)cc(OC)c1,i,0.059,49
COc1cccc2cc(C(=O)Nc3ccc4c(c3)CN(C(=O)C3CC3)CC4)oc12,i,0.13,61
O=C(NCC(O)(c1cccs1)C1CC1)c1ccccc1C(F)(F)F (configuration not stated),i,0.046,37
